Screening results deposited in PubChem by Johns Hopkins Ion Channel Center.
CHT PAM: allosterically activates the human high affinity choline transporter; Q9GZV3; CHT-expressing cells, membrane potential dye, choline EC20; stronger effect = higher value; LV-AA mutant CHT in HEK293 cells; B-score at 10 µM; hit rate 0.49% among 310,000; AID 488977;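 active = initial fluorescence not abnormally high and integrated response B-score, plate-corrected, over 3 SD above library mean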
Target sequence (Q9GZV3 whole entry, looked up): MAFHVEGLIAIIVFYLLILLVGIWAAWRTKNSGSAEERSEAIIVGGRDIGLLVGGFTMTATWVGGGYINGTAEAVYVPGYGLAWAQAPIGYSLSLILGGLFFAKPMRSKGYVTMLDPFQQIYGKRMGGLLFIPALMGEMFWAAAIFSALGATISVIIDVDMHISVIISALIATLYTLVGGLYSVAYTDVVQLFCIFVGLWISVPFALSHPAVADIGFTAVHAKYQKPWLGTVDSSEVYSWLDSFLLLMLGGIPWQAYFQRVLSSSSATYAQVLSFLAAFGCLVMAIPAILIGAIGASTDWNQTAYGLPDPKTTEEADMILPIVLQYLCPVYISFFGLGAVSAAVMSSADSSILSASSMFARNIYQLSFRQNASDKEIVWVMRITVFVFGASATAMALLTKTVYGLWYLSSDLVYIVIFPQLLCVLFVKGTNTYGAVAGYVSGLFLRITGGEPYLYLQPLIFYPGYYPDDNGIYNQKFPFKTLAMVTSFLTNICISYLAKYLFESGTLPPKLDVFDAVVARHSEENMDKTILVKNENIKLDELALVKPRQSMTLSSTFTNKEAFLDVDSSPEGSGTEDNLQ
CHT block: inhibits the human high affinity choline transporter; Q9GZV3; AID 488975; hit rate 0.86% among 310,000; B-score at 10 µM; CHT-expressing cells, membrane potential dye, choline response; stronger effect = lower value;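 active = B-score over 3 SD under the library average, and starting fluorescence ratio not unusually high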;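 note: choline stimulus applied at its EC90 after an EC20 pre-addition; B-score computed on integrated fluorescence ratio after choline addition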
The depositor's hits bear a star; i = inactive.

Results follow in this order: CHT PAM	CHT block
- Cc1cc(N)n(-c2ccc(S(N)(=O)=O)cc2[N+](=O)[O-])n1
→ i	i
- COc1ccc(N2CCN(C3CCCN(C(=O)c4cccc(C)n4)C3)CC2)cc1 (stereo not given)
→ i	i
- CC(C)(C)c1nc2ccccc2c2nnc(SCC(=O)Nc3nccs3)n12
→ i	i
- COC(=O)CCCn1nc(NC(=O)COc2ccc(F)cc2)cc1C
→ i	i
- Cc1cc2cc(CNS(=O)(=O)c3ccc4ccccc4c3)ccc2n1C
→ i	i
- COc1ccc(C(=O)N/C(=C\c2ccccc2)C(=O)N2CCOCC2)cc1
→ i	i
- COc1cc(OC)nc(N/N=C(\c2ccccc2)c2ccncc2)n1
→ i	i
- Cc1ccc2c(c1)c1c3n2CC(=C2C(=O)OC(C)(C)OC2=O)NC3CCC1 (stereo not given)
→ i	i
- O=C(NCCCN1CCCC1=O)c1ccc2c(c1)NC(=O)c1ccccc1S2
→ i	i
- O=C(c1cccs1)N1CCN(S(=O)(=O)Cc2ccccc2)CC1
→ i	i
- COC(=O)c1ccccc1N=Nc1c(C)n[nH]c1C
→ i	i
- O=C(c1ccccn1)c1ccc2ccccc2n1
→ i	i
- CC(=O)Oc1c(C)c(C)c2c(c1C)CC[C@@](C)(CCC[C@H](C)CCC[C@H](C)CCCC(C)C)O2
→ i	i
- Cc1ccn2c(CNCC3COCCO3)c(C(=O)N3CCCCCC3)nc2c1 (stereo not given)
→ i	i
- O=C(Cn1nnc2ccccc2c1=O)Nc1cc(C(F)(F)F)ccc1N1CCOCC1
→ i	i
- O=C(CN1CCOCC1)Nc1ccc(Oc2ccc(NC(=O)CN3CCOCC3)cc2)cc1
→ i	i
- Cc1ccc(OCCNC(=O)c2ccc3ccccc3n2)cc1
→ i	i
- CCCCS(=O)(=O)C(=C1Nc2ccccc2N1)S(=O)(=O)CCCC
→ i	i
- O=C(NC(=S)NC1CCCCC1)c1ccc(F)cc1
→ i	i
- CCN(CC)S(=O)(=O)c1ccc(/C=C/C(=O)OCC(=O)c2c(N)n(C)c(=O)n(C)c2=O)cc1
→ i	i
- COc1ccc(NC(=O)OCCN2CCN(Cc3ccccc3)CCC2=O)cc1
→ i	i
- CC(C)c1nn2c(N)c(/C=C3\C=Nc4ccccc43)c(=O)nc2s1
→ i	i
- CCOC(=O)C1(CC2CCCCO2)CCN(Cc2c(C)cc(C)cc2-n2cccn2)CC1 (stereo not given)
→ i	i
- Cc1c(C(=O)Nc2c3c(nn2C(C)(C)C)CS(=O)(=O)C3)cccc1[N+](=O)[O-]
→ i	i
- O=C(Nc1cc(C(F)(F)F)ccc1Cl)C(Sc1cccc[n+]1[O-])c1ccccc1 (stereo not given)
→ i	i
- Cc1ccc(S(=O)(=O)NC(=O)c2cc(C)n(CCCN3CCOCC3)c2C)cc1
→ i	i
- Cc1ccc(Cn2nc(C)c(NC(=O)CSc3nc4c(c(C(F)(F)F)n3)CCc3ccccc3-4)c2C)cc1
→ i	i
- COc1ccc(CCNC(=O)COc2ccc(S(=O)(=O)N3CCOCC3)cc2)cc1
→ i	i
- CCN(C(=O)c1cccnc1SC)C12CC3CC(CC(C3)C1)C2
→ i	i
- CCCn1cc(S(=O)(=O)c2ccccc2)c(=O)c2cc(OCC)ccc21
→ i	i

Seven compounds from above, ordered by SMILES length, smallest number first:
Results follow in this order: CHT PAM	CHT block
- COc1ccc(NC(=O)OCCN2CCN(Cc3ccccc3)CCC2=O)cc1
→ i	i
- CC(C)c1nn2c(N)c(/C=C3\C=Nc4ccccc43)c(=O)nc2s1
→ i	i
- COc1ccc(CCNC(=O)COc2ccc(S(=O)(=O)N3CCOCC3)cc2)cc1
→ i	i
- Cc1ccc(S(=O)(=O)NC(=O)c2cc(C)n(CCCN3CCOCC3)c2C)cc1
→ i	i
- O=C(CN1CCOCC1)Nc1ccc(Oc2ccc(NC(=O)CN3CCOCC3)cc2)cc1
→ i	i
- CCOC(=O)C1(CC2CCCCO2)CCN(Cc2c(C)cc(C)cc2-n2cccn2)CC1 (stereo not given)
→ i	i
- Cc1c(C(=O)Nc2c3c(nn2C(C)(C)C)CS(=O)(=O)C3)cccc1[N+](=O)[O-]
→ i	i

The list continues.
Results follow in this order: CHT PAM	CHT block
- Nc1nonc1C(=O)NCCc1ccccc1
→ i	i
- O=C(Cc1c(F)cccc1Cl)N1CCOCC1
→ i	i
- CCOCCCNc1nc2c(C)cccn2c(=O)c1/C=C1\SC(=S)N(CC(C)C)C1=O
→ i	i
- Cc1ccc([N+](=O)[O-])cc1NC(=O)C1CCN(S(C)(=O)=O)CC1
→ i	i
- CN(CC(=O)NCC1CCCO1)S(=O)(=O)c1cc(Cl)ccc1Cl (stereo not given)
→ i	i
- O=S(=O)(c1ccccc1)N1CCCC1c1nc2ccccc2s1 (stereo not given)
→ i	i
- N/C(=N\OC(=O)Cc1cccs1)c1ccc(Br)cc1
→ i	i
- CC(C)(CO)N1CCN(C(=S)Nc2ccccc2)CC1
→ i	i
- Nc1c(Cl)cc(C2=NCCn3nc4ccccc4c32)cc1Cl
→ i	i
- N#CC1=C(N)OC2=C(C(=O)CCC2)C1C1CC=CCC1 (stereo not given)
→ i	i
- Cc1ccc2nc(NCC(=O)NN)nc(-c3ccccc3)c2c1
→ i	i
- O=[N+]([O-])c1ccccc1Sc1nccn1Cc1ccccc1
→ i	i
- Cc1cc(NC(=O)C23CC4CC(C2)CC(n2cnc([N+](=O)[O-])n2)(C4)C3)no1
→ i	i
- O=C(CC1S/C(=N/N=C/c2cccs2)NC1=O)Nc1ccc(Cl)c(Cl)c1 (stereo not given)
→ i	i
- COCCNCC(=O)N1CCCCCC1
→ i	i
- Nc1nonc1-n1nnc(C(=O)N/N=C/c2ccc(Cl)cc2Cl)c1CN1CCOCC1
→ i	i
- COc1ccc(NC(=O)Nc2ccc(OC)cc2)cc1
→ i	i
- COc1ccc(C)cc1NS(=O)(=O)c1ccc2c(c1)CCN2C(C)=O
→ i	i
- Cc1c(Br)c([N+](=O)[O-])nn1CC(=O)Nc1cccc2nonc12
→ i	i
- COCCNc1nc(N)c([N+](=O)[O-])c(Nc2ccc(F)cc2)n1
→ i	i
- CCC(C)C(NC(=O)OC(C)(C)C)C(=O)NC(CC(C)C)C(N)=O (stereo not given)
→ i	i
- CC(C)C1N(C(N)=S)N=CC1(C)C (stereo not given)
→ i	i
- O=C(CSc1nc2c(sc3ccccc32)c(=O)n1CCc1ccccc1)NCc1ccco1
→ i	i
- COc1ccc(-n2cccc2C=O)cc1
→ i	i
- COc1ccc(S(=O)(=O)N(C)c2ccc(C(=O)N3CCC(C(N)=O)CC3)cc2)cc1
→ i	i
- O=C(NC(=S)NCCN1CCOCC1)c1ccccc1Br
→ i	i
- COc1ccc(S(=O)(=O)N(C)C)cc1NC(=O)CSc1nc(N)cc(N)n1
→ i	i
- CCOC(=O)c1ccc(NC(=O)c2c(NC(=O)CCC(=O)O)sc3c2CCCCC3)cc1
→ i	i
- COc1ccc(N2CCN(c3cc(C)c4cccc(C)c4n3)CC2)cc1
→ i	i
- CCOc1ccccc1NC(=O)CN1CCCCCC1
→ i	i
- COc1cccc(C2c3[nH]c4ccccc4c3C[C@H]3C(=O)N(c4ccccc4C(=O)N4CCCC4C(=O)O)C(=O)N23)c1 (stereo not given in full)
→ i	i
- NC(=O)CC(CC(=O)OCc1ccccc1)c1ccccc1 (stereo not given)
→ i	i
- COc1ccc(Cc2noc(COc3ccc(Cl)cc3)n2)cc1
→ i	i
- COc1ccccc1NC(=O)CSC1CC(=O)N(c2ccc3c(c2)OCO3)C1=O (stereo not given)
→ i	i
- O=C(O)/C=C\C(=O)Nc1ccc(Oc2ccccc2)cc1
→ i	i
- CSc1cccc(NS(=O)(=O)c2ccc(-c3coc(C)n3)cc2)c1
→ i	i
- CCC(CC)C(=O)NC12CC3CC(CC(C3)C1)C2
→ i	i
- O=C(c1ccc(N2CCNCC2)cc1)c1cccnc1
→ i	i
- Cc1cc(C(=O)C[N+]2(C)CCOCC2)c(C)n1-c1ccc(Br)cc1
→ i	i
- COc1ccc(NC(=O)CSc2n[nH]c(C)c2[N+](=O)[O-])cc1
→ i	i
- CC1CC(C)(C)NC(=S)N1CCC(=O)N1CCc2ccccc21 (stereo not given)
→ i	i
- Cc1ccc(C2(CC(=O)Nc3nccs3)CCOC(C(C)C)C2)cc1 (stereo not given)
→ i	i
- COc1ccc(Cc2nc3ccccc3n2CC(=O)N/N=C/c2ccc(C)cc2O)cc1OC
→ i	i
- CCN(CC)C(=O)CN1CCN(Cc2ccc3c(c2)OCO3)CC1
→ i	i
- CC(Oc1ccc(Cl)cc1Cl)C(=O)NCCCN(C)C (stereo not given)
→ i	i

Structures from the list above that contain bromine:
Results follow in this order: CHT PAM	CHT block
- N/C(=N\OC(=O)Cc1cccs1)c1ccc(Br)cc1
→ i	i
- Cc1c(Br)c([N+](=O)[O-])nn1CC(=O)Nc1cccc2nonc12
→ i	i
- O=C(NC(=S)NCCN1CCOCC1)c1ccccc1Br
→ i	i
- Cc1cc(C(=O)C[N+]2(C)CCOCC2)c(C)n1-c1ccc(Br)cc1
→ i	i

Following part
Results follow in this order: CHT PAM	CHT block
- O=C(Cn1nnc(-c2ccc(F)cc2)n1)Nc1ccc2c(c1)OCCO2
→ i	i
- Cc1sc2nc(SCC(=O)O)[nH]c(=O)c2c1C
→ i	i
- O=C(C1=C[C@H](c2ccc(Br)cc2)C[C@H](OCCCCO)O1)N1CCOCC1
→ i	i
- NC(=O)N1CCC2(CC1)NC(=O)N(c1ccccc1)N2
→ i	i
- CCOC(=O)C1=C(C)NC(SCC(N)=O)=C(C#N)C1c1ccncc1 (stereo not given)
→ i	i
- CC1(C)CC(CC(=O)O)(c2ccc(F)cc2)CCO1 (stereo not given)
→ i	i
- C=C(C)Cn1cnc2c(oc3nc4c(cc32)CCCC4)c1=O
→ i	i
- Cc1ccccc1C(=O)NNC(=O)c1cccc(Br)c1
→ i	i
- Cc1c(C(=O)N2CCC(C)CC2)sc2ncn(CC(=O)N3CCC(C)CC3)c(=O)c12
→ i	i
- COC(=O)Cc1ccc(NC(=S)NCc2ccc(F)cc2)cc1
→ i	i
- O=C(NCc1ccc(Cl)cc1)C1CCN(S(=O)(=O)c2ccccc2)CC1
→ i	i
- Cn1c(=O)c(=O)n(C)c2cc([N+](=O)[O-])c(N3CCOCC3)cc21
→ 6.5*	i
- COc1ccc(-c2csc(N(C)C(=O)c3cccs3)n2)cc1
→ i	i
- CN1C=CC=C/C1=C(\C#N)c1nc2ccccc2[nH]1
→ i	i
- O=C(Cn1c(=O)oc2ccccc21)Nc1ccc(Cl)cc1
→ i	i
- Cc1cc(Br)cn2ccnc12
→ i	i
- COc1ccc(S(=O)(=O)N2CCOC23CCN(S(C)(=O)=O)CC3)cc1
→ i	i
- O=[N+]([O-])c1ccc(N2CCc3ccccc3C2)cc1
→ i	i
- CC(=O)Nc1ccc(S(=O)(=O)Oc2ccccc2N2CCCCC2)cc1
→ i	i
- CCOc1ccc(OCCC(=O)N(CCC(C)C)c2c(N)n(Cc3ccccc3)c(=O)[nH]c2=O)cc1
→ i	i
- COc1ccccc1C(=O)COC(=O)C1CCN(S(=O)(=O)c2ccc(C)c(C)c2)CC1
→ i	i
- COc1cc(NC2c3ccccc3C(=O)N2c2ccc(C)cn2)cc(OC)c1OC (stereo not given)
→ i	i
- O=C(Cn1c2ccccc2c(=O)c2ccccc21)N/N=C/c1cc([N+](=O)[O-])ccc1N1CCCCCC1
→ i	i
- COc1ccc(C(=O)N2CCc3ccccc32)cc1
→ i	i
- O=S(=O)(NCCn1cccc1)c1ccc2ccccc2c1
→ i	i
- Cn1ccnc1C(OC(=O)c1ccc(Cl)cc1)C(F)(F)F (stereo not given)
→ i	i
- COc1ccc(/C=N/OCC(=O)NCc2cccs2)c(OC)c1
→ i	i
- Cc1ccc(C)c(S(=O)(=O)C(C#N)c2nc3ccccc3nc2N2CCCC2)c1 (stereo not given)
→ i	i
- COc1ccc(/C=N/NC(=O)c2cnccn2)cc1O
→ i	i
- CN(C)C(CNC(=O)c1cc(S(=O)(=O)N(C)Cc2ccccc2)ccc1Cl)c1ccco1 (stereo not given)
→ i	i
- CCOc1ccc(NC(=O)c2ccc(Cn3nc(C)cc3C)o2)cc1
→ i	i
- CC(C)(C)n1nnnc1C(c1cccc(C(F)(F)F)c1)N1CCC(O)CC1 (stereo not given)
→ i	i
- Cc1cc(C)n2c(SCC(=O)NCc3ccco3)nnc2n1
→ i	i
- CCOc1ccccc1N1CCN(C(=O)c2ccc(NS(=O)(=O)c3ccc4[nH]c(=O)[nH]c4c3)cc2)CC1
→ i	i
- COc1ccc(-c2cn3cccc(C)c3n2)cc1Br
→ i	i
- COC(=O)[C@@H](NC(=O)NC(C)CCc1ccccc1)C(C)C (stereo not given in full)
→ i	i
- C=CCn1c(SCC(=O)NC23CC4CC(CC(C4)C2)C3)nc2cc(C(=O)O)ccc2c1=O
→ i	i
- COc1ccc(C(C(=O)NCC2CCCO2)N(Cc2ccccc2)C(=O)CNC(=O)c2ccco2)cc1OC (stereo not given)
→ i	i
- Cc1cc2ccccc2cc1CN1CCCCC1
→ i	i
- COc1ccc(NC(=O)C/C(C)=N/NC(=O)C(=O)NC(C)C)c(OC)c1
→ i	i
- O=C(CCc1nc(-c2ccc(Cl)cc2)no1)OCc1ccc(Br)cc1
→ i	i
- O=C(NCc1ccccc1)C(c1ccncc1)N(C(=O)c1csnn1)c1cccc(F)c1 (stereo not given)
→ i	i
- CCNC(=S)Nc1sc2c(c1C#N)CCC(C)C2 (stereo not given)
→ i	i
- COc1ccc(CCN=C(N)NS(=O)(=O)c2ccc(C)c(C)c2)cc1
→ i	i
- COC(=O)CC1SC(=O)NC1=Nc1ccc(O)cc1 (stereo not given)
→ i	i
- Cc1ccc(C2=Nc3ccc(Br)cc3C(c3ccncc3)=NN2)cc1
→ i	i
